# Compound activity from PubChem BioAssay.
# FBW7 activator: human FBW7 E3 ligase activation, primary screen. Q969H0. AlphaScreen FBW7–phospho-cyclin E peptide binding, activator screen. normalized activity (activation), % at 26.1 µM. 0.13% of 650,000 active; in the data active = normalized activity above about 1.9%;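 also: purified mutant Fbw7 with reduced substrate affinity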
# MITF inh: inhibitors of human MITF; AID 1259374; inhibition, % at 2.6 µM; 0.91% of 650,000 active; AlphaScreen MITF homodimerization, bead proximity signal; O75030; in the data active = inhibition above about 50%;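 also: 0% = vehicle wells with protein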
# Target sequence (O75030 whole entry, looked up): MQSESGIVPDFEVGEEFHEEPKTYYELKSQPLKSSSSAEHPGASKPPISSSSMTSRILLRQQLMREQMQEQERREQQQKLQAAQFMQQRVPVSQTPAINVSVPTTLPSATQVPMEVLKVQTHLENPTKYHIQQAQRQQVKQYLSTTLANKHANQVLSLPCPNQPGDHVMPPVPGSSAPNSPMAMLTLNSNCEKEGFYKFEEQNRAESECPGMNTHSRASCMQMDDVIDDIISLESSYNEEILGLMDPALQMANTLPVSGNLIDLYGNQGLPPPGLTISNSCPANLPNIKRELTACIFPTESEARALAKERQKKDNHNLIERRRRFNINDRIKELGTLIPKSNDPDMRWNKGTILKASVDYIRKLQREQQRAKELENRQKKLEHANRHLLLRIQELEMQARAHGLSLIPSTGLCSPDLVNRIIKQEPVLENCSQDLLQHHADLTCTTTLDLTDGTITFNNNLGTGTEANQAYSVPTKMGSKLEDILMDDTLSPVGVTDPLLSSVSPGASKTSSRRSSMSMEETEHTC
# TEAD-YAP inh: TEAD-YAP interaction inhibition; HEK-TIYL cells, TEAD-Gal4/YAP UAS-luciferase luminescence; inhibition, % at 9.12 µM; 1.4% of 640,000 active; AID 1259422; in the data active = inhibition above about 32%;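 also: 0% = median of test compound wells and 100% = reference inhibitor wells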
# GPR151 ag: activates the human receptor GPR151; PathHunter beta-arrestin GPR151 cells, luminescence; activation, % at 11.2 µM; 1% of 650,000 active; AID 1508602; in the data active = activation above about 4.9%;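 also: 0% = median of compound wells and 100% = cells with positive control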
# Target sequence (Q8TDV0 whole entry, looked up): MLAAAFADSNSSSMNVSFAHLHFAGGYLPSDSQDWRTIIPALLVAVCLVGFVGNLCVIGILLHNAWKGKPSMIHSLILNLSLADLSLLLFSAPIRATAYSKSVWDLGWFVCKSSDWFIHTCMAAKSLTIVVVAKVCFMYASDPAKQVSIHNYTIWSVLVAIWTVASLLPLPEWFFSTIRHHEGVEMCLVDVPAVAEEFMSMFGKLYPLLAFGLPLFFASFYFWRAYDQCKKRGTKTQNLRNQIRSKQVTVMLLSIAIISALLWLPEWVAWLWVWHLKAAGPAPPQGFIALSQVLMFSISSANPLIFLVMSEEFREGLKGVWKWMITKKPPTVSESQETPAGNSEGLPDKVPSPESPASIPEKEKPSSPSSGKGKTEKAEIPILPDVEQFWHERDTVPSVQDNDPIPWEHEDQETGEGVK
# Active calls of the source: *; & = joins results of further samples; ! = not confirmed by another sample.
# Results follow in this order: FBW7 activator	MITF inh	TEAD-YAP inh	GPR151 ag
C[C@H](NCc1cc2ccc(F)cc2nc1OCCSc1ccccc1)C(N)=O
    -0.1	-13.6	2.4	-0.7
CSCC(=O)Nc1cc(C)ccc1C
    1.0	19.8	0.7	0.5
CCC1=Nc2cc(C(=O)NC)ccc2Sc2ccccc21
    -0.2	-14.6	2.8	0.4
COc1ccc(CCC(=O)OCC(=O)c2c(C)[nH]c3ccccc23)cc1
    0.0	-7.9	-8.9	2.1
COc1ccc(CN2CCN(S(=O)(=O)c3ccc4ccccc4c3)CC2)c(OC)c1
    -0.1	36.8	-1.8	-1.1
O=C(CN1C(=O)CC(c2ccco2)Sc2ccccc21)Nc1ccc2c(c1)OCO2 (stereo not given)
    0.0	-0.2	-2.0	0.1
COc1ccc(CNC(=O)CN(c2cccc(C)c2C)S(=O)(=O)c2ccccc2)cc1
    -0.1	10.4	6.1	0.4
COC(=O)c1ccc2c(c1)N(Cc1ccccc1)C(=O)C(C)O2 (stereo not given)
    -0.1	7.4	-0.9	-0.5
O=C(CSc1nc2sc3c(c2c(=O)[nH]1)CCCC3)NCCCn1ccnc1
    0.0	6.9	5.7	0.8
Cc1ccc(OCC(=O)O/N=C(\N)c2ccccc2)cc1C
    0.5	8.3	-34.4	-0.2
CCOc1ccc(N2CC(=O)N(c3ccc(OCC)cc3)CC2=O)cc1
    -0.2	-12.5	-2.9	0.7
O=C(COc1ccccc1)Nc1ccc(N2CCN(C(=O)c3ccco3)CC2)c(Cl)c1
    0.0	-2.5	-1.9	3.6
Cc1cc(C(=O)N/N=C/c2ccc([N+](=O)[O-])o2)c(C)o1
    0.0	4.4	20.4	-1.3
O=C(CSCc1ccc(Cl)c(Cl)c1)Nc1cccnc1
    0.0	-3.6	-2.2	-1.9
CC1CCCN(S(=O)(=O)c2ccc(F)cc2)C1 (stereo not given)
    0.1	15.4	-4.2	-1.0
Cc1cc(O)c(/C=N/Nc2ccccc2)c(=O)o1
    0.1	1.2	-4.6	-2.3
O=C(COc1ccc([N+](=O)[O-])cc1Br)N/N=C/c1ccc(Cl)cc1
    0.1	7.0	4.7	0.4
CCOC(=O)c1ccc(NC(=O)COC(=O)Cc2csc(-c3ccccc3)n2)cc1
    0.1	12.2	1.1	0.9
COc1ccc(C2=NN(C(C)=O)C(c3ccccc3OC)C2)cc1 (stereo not given)
    0.1	0.7	-2.3	-1.6
Cc1ccccc1C(=O)N(CC(=O)Nc1sc(C)c(C)c1C(N)=O)C1CCCC1
    0.2	18.4	27.7	-0.1

# Complete entries from above. Values in the order: FBW7 activator | MITF inh | TEAD-YAP inh | GPR151 ag
# CC1CCCN(S(=O)(=O)c2ccc(F)cc2)C1 (stereo not given) as listed: 0.1 | 15.4 | -4.2 | -1.0
# COc1ccc(CN2CCN(S(=O)(=O)c3ccc4ccccc4c3)CC2)c(OC)c1 as listed: -0.1 | 36.8 | -1.8 | -1.1

# (more compounds)
# Results follow in this order: FBW7 activator	MITF inh	TEAD-YAP inh	GPR151 ag
CC(C)(C)C(=O)N1CCC(Cn2nc(-c3ccccc3)ccc2=O)CC1
    -0.1	3.4	-9.6	-1.3
O=C(NC1CC1)c1ccc(-c2nc(Nc3ccc(Oc4ccccc4)cc3)c3ncn(Cc4ccc(C(F)(F)F)cc4)c3n2)cc1
    0.0	2.4	-12.6	0.2
O=C(CCNC(=O)Cn1cnc2ccccc2c1=O)NCc1ccccn1
    0.0	3.1	0.9	-1.1
CCOC(=O)CON1C(=O)C(=O)N(OCC(=O)OCC)[C@H]2CCCC[C@H]21
    -0.1	-1.2	-4.4	0.5
CCc1ccc(/C=N/n2cnnc2)cc1
    0.2	15.8	-6.7	0.6
O=C(O)c1ccc(Cl)c(S(=O)(=O)Nc2ccccc2C(=O)O)c1
    0.1	10.5	3.9	1.7
Cc1ccc2oc(Nc3nc(C)c(C)c(C)n3)nc2c1
    0.1	12.3	-55.9	-0.8
O=C(O)C(=O)/C(=C\c1cccc([N+](=O)[O-])c1)c1ccc2ccccc2n1
    -0.1	-0.3	-12.6	0.0
CCc1nc2sc(C(c3ccc(F)cc3)N3CCC(O)CC3)c(O)n2n1 (stereo not given)
    0.0	-4.9	4.7	0.8
COc1cc(/C=N/Nc2nc(Nc3ccc(F)cc3)nc(N(C)C)n2)ccc1O
    -0.1	-4.2	-5.9	0.2
CCN(c1cccc(C)c1)C(C(=O)Nc1ccc2c(c1)OCO2)c1ccccc1 (stereo not given)
    0.0	2.8	7.0	-0.1
O=C(Cc1ccc(N2CCC(NCCC3COc4ccccc4O3)CC2)cc1)N1CCCC1 (stereo not given)
    -0.2	-8.3	2.5	-0.2
CCOc1cc(CN2CCC(n3nccc3NC(=O)C3CC3)CC2)ccc1O
    -0.1	0.1	6.2	-0.1
N#Cc1cc(-c2ccnc(Nc3ccc(N4CCCCC4)cc3)n2)cc(N2CCOCC2)c1
    0.1	-14.9	-0.6	-1.0
COc1cc(C(=O)Oc2ccc3c(=O)c(Oc4cc(C)cc(C)c4)c(C(F)(F)F)oc3c2)cc(OC)c1OC
    -0.1	-2.1	5.4	2.3
C=CCCCC(=O)Nc1ccccc1C
    -0.1	-3.8	4.7	-1.1
COc1cc(C(=O)Nc2cccc(-n3c(C)nc4ccccc4c3=O)c2)cc(OC)c1OC
    0.0	23.0	-1.2	-2.2
Clc1ccc(C2C=C(c3ccco3)Nc3ncnn32)c(Cl)c1 (stereo not given)
    0.2	0.7	13.8	-1.6
O=c1c2ccccc2n2nncc2n1Cc1cccc(F)c1
    -0.2	-4.6	-5.8	-0.1
O=C(Nc1ccc(N2CCOCC2)cc1)c1cccc(-n2cc(CO)cn2)c1
    -0.1	1.4	-2.6	-0.3
CCOC(=O)c1cnc2c(C)cccc2c1Nc1cccc(OC)c1
    0.1	4.5	5.2	0.4
O=C(CCC(=O)N(CC(=O)NC1CCCC1)c1cccc(F)c1)Nc1ccccn1
    0.1	2.6	3.9	0.0
CCN1C(=O)C(CC(=O)NCCc2ccccc2)N(NC(=O)c2cccnc2)C1=S (stereo not given)
    0.0	-3.5	7.6	-0.3
COc1ccccc1N1CCN(c2c(-c3ccc(Cl)cc3)c(=O)c2=O)CC1
    0.0	3.5	70.2*	-0.5
Cc1ccc(NC(=O)CN(C)C(=O)COc2ccc(C#N)cc2)cc1
    0.1	8.3	3.8	0.1
Cc1c(C(=O)Nc2ccccc2C(F)(F)F)sc2nc(SCc3cccc([N+](=O)[O-])c3)n(CCc3ccccc3)c(=O)c12
    0.8	-1.0	-5.9	0.6
Nc1c(C(=O)NCc2ccccc2)sc(=S)n1Cc1ccccc1
    -0.1	-9.5	-2.6	2.2
Cc1ccccc1C1=N/C(=C\c2ccc3ccccc3c2)C(=O)O1
    -0.1	1.1	-1.0	0.0
Cc1ccc(C)c(NC(=O)c2ccccc2[N+](=O)[O-])c1
    -0.1	-8.1	1.1	-0.5
C=CCN(C)C(=O)c1c(C(F)(F)F)nc2c(OC)cccn12
    0.1	12.8	4.0	0.5
Cc1ccc(F)cc1Nc1ccc(C(=O)O)cc1[N+](=O)[O-]
    0.3	9.1	19.5	-0.9
CCOC(=O)C1=C(C)N=c2s/c(=C\c3cccc(OC)c3)c(=O)n2C1c1ccc(OC)c(OC)c1 (stereo not given)
    0.3	-8.2	-1.2	-0.3
O=[N+]([O-])c1ccc(/C=N/NC(=S)NCCc2ccccc2)o1
    0.0	1.0	0.9	0.7
Cc1ccccc1NC(=O)N1CCN(c2nc3ccc(Cl)cc3s2)CC1
    1.1	10.6	-21.3	1.1
Cc1ccc(S(=O)(=O)c2cn(CC(=O)Nc3ccccc3)c3ccccc3c2=O)cc1
    0.0	4.2	-11.6	2.6
COc1ccc(-c2cc(Nc3ccccc3)ncn2)cc1
    0.3	13.1	-57.5	1.9
CC(C)CCNC(=O)C(=O)Nc1ccc(Br)cc1
    0.0	5.4	-12.6	1.7
CCN(CC(=O)Nc1ccc(OC)cc1)CC(=O)N1CC(=O)Nc2ccccc21
    0.1	4.4	8.6	0.5
CCOc1ccccc1NC(=O)CCN1CCN(c2ccc(Cl)cc2)CC1
    0.2	16.4	-1.2	1.4
CC1CCCCN1C(=O)Cn1c(=O)sc2ccccc21 (stereo not given)
    0.0	18.9	5.9	-1.0
C/C(CC(=O)Nc1ccc2c(c1)OCCO2)=N\NC(=O)C(c1ccccc1)c1ccccc1
    0.1	11.3	6.1	5.1*
CN(C)CCCN(C(=O)CN1C(=O)c2ccccc2C1=O)c1nc2ccc(F)cc2s1
    -0.1	15.4	-10.4	0.8
CCn1c(=O)cc(N2CCCCC2)[nH]c1=O
    0.1	-3.4	-1.4	-1.4
Cc1cc(C)nc(NC(=O)/C=C/c2cccs2)c1
    -0.1	-4.5	-21.0	-1.1
O=C(CCCn1c(SCC(=O)c2ccccc2)nc2ccccc2c1=O)NCC1CCCO1 (stereo not given)
    0.0	-3.5	9.2	0.3
CCOC(=O)CN(Cc1sccc1C)C(=O)Nc1ccc(OC)cc1OC
    0.2	10.6	3.6	-0.3
Cc1cc(NC(=O)NCc2ccccc2)c(=O)n(Cc2ccc(F)cc2)c1
    0.2	-5.3	-1.4	-0.8
COc1ccc(NC(=O)c2sc3nc4c(c(-c5ccc(Cl)cc5)c3c2N)CCC4)cc1
    0.9	19.0	6.0	-0.6
O=c1oc2ccc3ccccc3c2cc1-c1csc(-c2cc3ccccc3oc2=O)n1
    -0.1	-6.8	-8.6	-2.1
COc1cccc(NC(=O)C2C3C=CC4(O3)C2C(=O)N(CCN(C)Cc2ccccc2)C4C(=O)NC2CCCCC2C)c1 (stereo not given)
    0.0	2.4	1.5	2.1
CC(NC1CCCc2c1[nH]c1ccc(-c3ccccc3)cc21)c1ccccc1 (stereo not given)
    -0.6	-3.8	-3.8	2.4
O=c1c(C=NC2CC2)c(C(F)(F)F)[nH]n1-c1ccc([N+](=O)[O-])cc1
    0.5	1.9	2.4	-8.0
CCOc1cc(C(NC(=O)CC)c2cc([N+](=O)[O-])c3cccnc3c2O)ccc1O (stereo not given)
    -0.5	53.5*	-6.0	0.4
CCCCCOC(=O)c1ccc(NCN2C(=O)c3ccc([N+](=O)[O-])cc3C2=O)cc1
    0.2	9.2	-6.1	-1.1
N=c1n(CCN2CCOCC2)c2ccccc2n1CC(=O)c1ccco1
    0.0	3.0	2.8	1.0
COc1ccc(-n2nc(C(=O)NCCc3ccc(OC)c(OC)c3)c3ccccc3c2=O)cc1
    0.2	0.1	5.0	0.4
Cc1cccc(CN2CCC(N3CCC(C(=O)NCC(C)C)CC3)CC2)n1
    -0.1	2.5	13.9	-0.5
CSc1ccccc1N1C(=O)CC(Sc2ccccc2C(=O)O)C1=O (stereo not given)
    0.3	17.8	-0.8	4.3
COC(=O)c1sc(NC(=O)c2ccc([N+](=O)[O-])cc2Cl)c(C#N)c1C
    0.1	4.7	19.9	0.4
COc1cccc(/C=N/NC(=O)c2ccc(=O)n(C)c2)c1OC
    -0.1	-5.7	-11.7	-0.4

# Single values from the entries so far:
# `O=C(CCCn1c(SCC(=O)c2ccccc2)nc2ccccc2c1=O)NCC1CCCO1` (stereo not given) in FBW7 activator → 0.0
# `Cc1cc(NC(=O)NCc2ccccc2)c(=O)n(Cc2ccc(F)cc2)c1` in FBW7 activator → 0.2
# `CCCCCOC(=O)c1ccc(NCN2C(=O)c3ccc([N+](=O)[O-])cc3C2=O)cc1` in TEAD-YAP inh → -6.1

# Additional results:
# Results follow in this order: FBW7 activator	MITF inh	TEAD-YAP inh	GPR151 ag
CCOC(=O)C1=C(CN2CCC(N3CCCCC3)CC2)NC(=O)NC1c1ccccc1 (stereo not given)
    -0.1	-0.9	-4.3	0.0
Nc1c(Cl)cc(NS(=O)(=O)c2ccc3c(c2)OCCO3)cc1Cl
    -0.1	3.0	7.0	-0.7
COc1cc(CN2CCc3nnc(C(C)NC(=O)c4ccco4)n3CC2)cc(OC)c1 (stereo not given)
    0.0	3.1	-2.3	0.2
O=C(c1ccccc1)N1CCc2ccccc21
    0.1	6.2	0.3	3.2
O=C(C1CCN(S(=O)(=O)c2cccnc2)CC1)N1CCc2ccccc21
    -0.4	-7.1	-3.9	-0.2
C=C(C)CN(CC)C(=O)CCc1nnc(-c2ccc3c(c2)OCO3)o1
    0.1	-2.5	-43.5	-1.1
Cc1ccccc1NC(=O)CSC1=C(C#N)C(c2ccsc2)CC(=O)N1 (stereo not given)
    0.0	17.7	-4.3	-1.1
CCCCNC(=S)NC(=O)c1ccc(Cl)cc1
    0.0	4.2	-21.0	0.5
CCOC(=O)c1csc(NC(=O)CSc2nnnn2CC)n1
    0.0	-3.4	-3.0	0.1
COc1cccc(/C=C(/C(=O)OCC(N)=O)c2ccccc2)c1
    -0.1	5.6	0.9	-0.3
CC1(C)C2CC[C@]3(C)C(C(=O)C=C4[C@@H]5C[C@@](C)(C(=O)O)CC[C@]5(C)CC[C@]43C)[C@@]2(C)CC[C@@H]1OC(=O)CCC(=O)O (stereo not given in full)
    0.0&0.1	10.2&3.9	0.4	5.2*!
Cc1ncoc1C(=O)N1CCC(C(=O)Nc2cccc(-c3ccco3)c2)CC1
    0.0	13.0	1.9	2.5
CCCOc1ccc(C(=O)Nc2cccc(C(=O)Nc3nccs3)c2)cc1
    0.0	-5.6	-40.5	-1.1
Cc1sc2ncn3c(=O)n(CC(=O)N4C(C)CCCC4C)nc3c2c1C (stereo not given)
    0.0	3.6	2.4	-0.5
COC(=O)NCCOc1cc(C)ccc1C(C)C
    0.1	-4.8	-11.5	1.5
NC1=NC(=O)/C(=C\c2ccco2)S1
    0.0	11.2	7.3	-0.2
CCOC(=O)COc1ccc(S(=O)(=O)Nc2ccccc2)cc1
    0.1	17.6	-5.9	-0.1
O=C(OCC(=O)N1CCCCCC1)c1ccc[nH]c1=O
    -0.1	2.9	7.2	0.1

# No enrichment for hits. About 3.4% of those tested had a hit in this group.
